HEK293 NFkB inh: lowers PMA/ionomycin-induced NF-kB signal in HEK293 cells | inhibition, % at 3 µM | HEK-293 NF-kB luciferase reporter, luminescence | 62,000 compounds, 0.21% hits;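 active means inhibition above the mean of all tested compounds plus 3 SD, cut at about 40% in these data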;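 further: 0% = stimulated DMSO wells and 100% = 10 µM reference inhibitor 5653914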
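Reagent: PMA plus ionomycin mix as NF-kB-activating stimulus. Assay system: NF-kB luciferase reporter HEK-293 cells. Technique: luminescence from luciferase substrate reagent. Incubation: 1 h compound pre-incubation, 16 h PMA/ionomycin at 37 °C. Benchmarks: DMSO only as uninhibited control, 10 µM reference inhibitor as full inhibition. Repeats: tested once.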
HTR1E antagonist: blocks the human 5-HT1E serotonin receptor. inhibition, % at 6 µM. 65,000 compounds, 0.99% hits. CHO 5-HT1E Ga15 NFAT-bla reporter, FRET, antagonist. P28566;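 active means inhibition above a set limit, the mean inhibition across every tested compound plus 3 SD, cut at about 29% in these data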;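 further: signal is the 460 over 535 nm emission ratio of beta-lactamase substrate; 0% = agonist plus DMSO wells and 100% = wells without agonist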
Target sequence (P28566 whole entry, looked up): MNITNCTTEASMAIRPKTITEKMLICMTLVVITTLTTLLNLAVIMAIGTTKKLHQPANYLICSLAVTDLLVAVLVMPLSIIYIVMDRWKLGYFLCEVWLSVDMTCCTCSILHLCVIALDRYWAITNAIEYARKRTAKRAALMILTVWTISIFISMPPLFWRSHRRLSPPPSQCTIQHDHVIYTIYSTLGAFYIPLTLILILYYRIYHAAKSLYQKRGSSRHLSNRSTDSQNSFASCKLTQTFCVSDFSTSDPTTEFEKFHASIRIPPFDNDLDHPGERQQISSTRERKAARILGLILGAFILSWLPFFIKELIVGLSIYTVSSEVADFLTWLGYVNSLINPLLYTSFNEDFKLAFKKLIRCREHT
S1P1 ag-PAM: agonists and agonism potentiators of human S1P1 receptor; activation, % at 9.5 µM; S1P1 CRE-bla cells, forskolin, beta-lactamase FRET, potentiator mode; S1P1 agonist co-added at EC20, 2 nM; 100% = saturating reference agonist, 0% = basal; AID 449; 56,000 compounds, 0.57% hits;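 active means activation above a cutoff set at the mean activation of all tested compounds plus 3 SD, cut at about 54% in these data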;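 further: forskolin at 4 µM as EC80 and the EC20 agonist is SEW2871; 100% = SEW2871 at its EC100 plus forskolin at EC80; some compounds past the cut are filed as inactive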
Target sequence (P21453 whole entry, looked up): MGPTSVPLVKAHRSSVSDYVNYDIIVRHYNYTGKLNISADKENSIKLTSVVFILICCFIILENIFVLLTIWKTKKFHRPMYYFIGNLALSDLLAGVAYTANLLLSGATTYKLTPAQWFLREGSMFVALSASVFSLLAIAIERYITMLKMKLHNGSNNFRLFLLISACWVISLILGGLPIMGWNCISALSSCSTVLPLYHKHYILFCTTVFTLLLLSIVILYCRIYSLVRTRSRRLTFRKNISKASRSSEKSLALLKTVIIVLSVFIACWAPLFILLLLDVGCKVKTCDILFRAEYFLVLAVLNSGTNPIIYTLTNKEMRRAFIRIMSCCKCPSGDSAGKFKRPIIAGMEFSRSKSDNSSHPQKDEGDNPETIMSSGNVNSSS
5-HT1A blocker: antagonists of human 5-HT1a serotonin receptor. CHO 5-HT1a Ga15 NFAT-bla reporter, antagonist mode. P08908. 62,000 compounds, 0.68% hits. AID 612. inhibition, % at 10 µM;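 active means inhibition above the mean of all tested compounds plus 3 SD, cut at about 43% in these data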;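 further: receptor stimulated by 5-CT agonist at 100 nM near EC80; beta-lactamase reporter measured by ratiometric fluorescence of a cleavable substrate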
S1P3 agonist: activates the human S1P3 receptor | S1P3 NFAT-BLA reporter cells, agonism, FRET ratio; relative to 1 µM S1P, basal subtracted | activation, % at 4.5 µM | Q99500 | AID 373 | 60,000 compounds, 0.1% hits;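 active means activation above the screen-wide mean plus 3 SD, cut at about 4.5% in these data, passing the limit was not always enough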; further: some compounds called inactive have numbers as strong as hits
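material = human S1P3 NFAT-BLA reporter CHO cells | schedule = 4 h compound at 37 °C, 2 h substrate at RT | measured by = fluorescent BLA substrate, ex 405 nm, em 460/535 nm ratio | controls = 1 µM S1P reference | replication = primary once, confirmation triplicate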
5HT1E ag: activates the human 5-HT1E serotonin receptor. 65,000 compounds, 0.69% hits. activation, % at 6 µM. CHO 5-HT1E Ga15 NFAT-bla reporter, FRET; 0% DMSO wells, 100% control agonist wells. P28566;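 active means activation above a set limit, the screen-wide mean activation plus 3 SD, cut at about 8.5% in these data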;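 further: 100% = positive control agonist at 1 µM giving full maximal response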
5HT1a ag: agonists of human 5-HT1a serotonin receptor. CHO 5-HT1a Ga15 NFAT-bla reporter, FRET ratio; 0% basal, 100% maximal reference agonist. P08908. activation, % at 10 µM. AID 567. 65,000 compounds, 0.56% hits;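 active means activation above the screen-wide mean activation plus 3 SD, cut at about 19% in these data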;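 further: 0% = DMSO wells and 100% = 5-CT at EC100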
D1 allo mod: D1 dopamine receptor (human) allosteric modulation. B-score at 10 µM. 58,000 compounds, 5.9% hits. HEK293 D1, CRE-luciferase, dopamine EC30 potentiation; actives deviate in either direction. P21728. AID 641;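 active means luminescence count or its row- and column-corrected plate score outside the 99.7% band of the plate's sample wells, on either side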
Jurkat viability: cytotoxic compounds reducing Jurkat cell viability; inhibition, % at 4 µM; 56,000 compounds, 1.2% hits; Jurkat E6.1 viability, ATP luminescence, 48 h;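 active means inhibition above the mean inhibition of all tested compounds plus 3 SD, cut at about 28% in these data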
* = called active by the depositor; / = not tested or not shown. Rows are unselected; overall some 8.3% were active at least once.

Values in the order: HEK293 NFkB inh	HTR1E antagonist	S1P1 ag-PAM	5-HT1A blocker	S1P3 agonist	5HT1E ag	5HT1a ag	D1 allo mod	Jurkat viability
(1) Cc1ccc(-c2nc3ccccc3c(=O)n2CCCn2ccnc2)cc1
 : -0.8	1.1	/	-1.6	-1.2	0.1	-0.3	0.405	6.9
(2) COC(=O)C1=C(C)N=C2SC(C)C(=O)N2C1c1ccc(C(=O)OC)cc1 (stereo not drawn)
 : /	-15.0	12.8	/	0.0	0.8	0.1	1.3	/
(3) O=C(c1ccc(N2CN(C(=O)c3ccco3)c3nc4ccccc4nc32)cc1)N1CCOCC1
 : 16.0	-4.5	22.3	-22.9	0.4	0.6	5.5	-1.71	2.9
(4) Cc1ccc(C(C)NC(=O)C2CCCO2)cc1C (stereo not drawn)
 : 4.9	4.6	2.8	13.9	0.0	-1.2	-3.1	-0.0329	5.7
(5) O=C(CCCOc1ccccc1)NCC1CCCO1 (stereo not drawn)
 : 5.8	2.6	/	-12.9	-0.1	0.9	2.1	1.04	-6.0
(6) O=c1c2c3c(sc2ncn1/N=C/c1ccc(Br)o1)CCCC3
 : 13.0	-9.2	-8.9	-8.4	-1.4	0.1	-0.7	0.704	4.5
(7) COc1ccc(-c2c3c(=O)n(C)c(=O)n(C)c3cn2-c2ccccc2)cc1
 : -5.2	-2.2	-17.1	-2.3	-0.1	1.3	-1.3	6.46*	4.8
(8) CC(C)OC(=O)CC12CN3CC(CC(=O)OC(C)C)(CN(C1)C(=O)c1ccccc1C3=O)C2=O
 : 0.9	-16.1	-20.6	6.1	-1.6	0.0	2.5	-0.702	-1.6
(9) COc1cccc(CNc2nc3ccccc3n2CCN2CCCCC2)c1
 : -0.8	13.7	2.1	21.4	-2.0	-0.5	3.3	-2.7	9.3
(10) O=C(NCCN1C(=O)C2C3C=CC(C3)C2C1=O)NCc1ccccc1 (stereo not drawn)
 : -0.2	-11.8	0.1	-9.2	-0.3	1.0	-0.6	-0.156	0.2
(11) Cc1ccc(CNC(=O)CN2CCN(Cc3ccc(Cl)cc3)C2=O)cc1
 : 3.9	-11.0	/	-19.2	/	1.2	0.7	-0.127	/
(12) Cc1ccc(-n2ncc3c(=O)n(CC(=O)Nc4cccc(Cl)c4)cnc32)cc1C
 : 0.7	-10.2	-31.9	2.7	-1.1	-0.1	2.5	/	-3.9
(13) CC(=O)N=c1sc2cc(C)ccc2n1C
 : 30.5	-4.7	-16.7	-11.2	-0.1	-0.2	-1.6	0.118	-4.2
(14) Cc1ccnc(NS(=O)(=O)c2ccc(NS(=O)(=O)Cc3ccccc3)cc2)n1
 : -4.4	5.0	/	-11.0	/	0.4	-0.4	-1.45	/
(15) COc1ccc(Cl)cc1NC(=O)CN(C1CCCCC1)S(C)(=O)=O
 : 6.8	-1.6	-13.0	3.5	-1.6	0.1	-1.2	0.527	3.5
(16) CCC(=O)c1ccc(OCC(O)CN2CCN(c3cccc(C(F)(F)F)c3)CC2)cc1 (stereo not drawn)
 : 2.8	-9.4	20.8	-0.3	-0.4	3.4	36.5*	-0.746	-4.1
(17) Cc1cccc(CCNC(=O)C2CCN(S(=O)(=O)c3c(C)nn(C)c3C)CC2)c1
 : 5.8	6.8	6.0	2.3	-0.3	-0.9	-1.1	-0.0701	5.2
(18) CCOC(=O)C1CCCN(C(=O)C2CCN(S(=O)(=O)c3cccs3)CC2)C1 (stereo not drawn)
 : 20.6	5.2	/	7.4	/	0.5	0.9	0.725	/
(19) O=C(Nc1ccccc1)C1=C(O)CC(c2ccco2)CC1=Nc1ccccc1 (stereo not drawn)
 : 15.6	-12.7	7.3	-6.9	0.3	0.0	-6.5	/	-2.0
(20) CC(C)CC(=O)N1CCN(S(=O)(=O)c2ccc(F)cc2)CC1
 : 15.2	5.7	-2.1	4.0	-0.6	-0.1	1.7	0.145	-10.2

The listing continues.
Values in the order: HEK293 NFkB inh	HTR1E antagonist	S1P1 ag-PAM	5-HT1A blocker	S1P3 agonist	5HT1E ag	5HT1a ag	D1 allo mod	Jurkat viability
(21) CCOC(=O)CSc1nnc(NCC(=O)OC(C)C)c(=O)[nH]1
 : -2.3	-8.6	-12.1	4.6	0.7	0.5	-3.0	0.307	-4.0
(22) CC(C)(C)c1ccccc1OCC(=O)Nc1ncn[nH]1
 : 2.9	-2.8	-32.7	-17.8	0.3	0.4	-2.5	0.232	11.3
(23) Cc1nnc(Sc2cc(C(=O)NCc3ccco3)c3ccccc3n2)s1
 : 20.6	5.8	2.5	13.9	-0.4	0.4	-1.1	0.577	1.8
(24) O=C(Oc1ccccc1)c1c(Cl)cccc1P(=O)(O)O
 : /	-2.8	-2.6	/	-1.7	-0.7	-3.2	/	/
(25) COCCOC(=O)C1=C(C)Nc2nc(C)nn2C1c1ccc(F)cc1 (stereo not drawn)
 : 12.2	-1.5	4.8	-2.9	-1.3	0.6	30.5*	-0.551	-2.7
(26) c1cc(-c2nc3cc(Oc4ccc5oc(-c6ccncc6)nc5c4)ccc3o2)ccn1
 : 13.5	0.8	-6.8	-1.8	-0.8	0.4	-0.2	-0.524	-5.3
(27) Cc1ccc(C)c(-n2c(Cc3cc(=O)[nH]c(=O)[nH]3)nnc2SCC(=O)NCc2ccco2)c1
 : -4.8	5.3	-5.9	2.8	-0.2	-1.0	-1.5	-0.325	-9.4
(28) OCCOCCn1c2ccccc2c2ccccc21
 : 13.7	-0.5	15.0	12.2	-1.0	0.4	1.2	-0.262	3.6
(29) CN(C)c1nc(N)nc(-c2ccco2)n1
 : 13.6	1.7	/	6.2	-1.2	-0.1	0.8	1.29	2.0
(30) CCOc1ccc(NC(=O)c2ccc3c(c2)N(Cc2ccc(F)cc2)C(=O)CS3=O)cc1 (stereo not drawn)
 : 4.4	-1.9	-21.0	1.3	0.4	-0.2	-0.1	-0.652	-12.8
(31) O=C(CCNS(=O)(=O)c1cccs1)N1CCc2ccccc2C1
 : -2.0	-12.6	8.5	-7.2	-0.2	-0.3	-1.6	3.41*	2.8
(32) COc1ccc(-c2nc3ccccc3c(=O)n2CCN2CCOCC2)cc1
 : 1.9	-4.4	-25.4	-2.6	-0.5	0.9	0.9	0.684	-6.2
(33) CCn1c2ccccc2c2cc(C3N=C(N)Nc4nc5ccccc5n43)ccc21 (stereo not drawn)
 : 22.8	0.8	5.5	12.6	-0.1	0.1	-4.6	-0.185	-2.0
(34) CCCc1cc(C(=O)NCCc2ccc(OC)c(OC)c2)no1
 : 11.4	7.8	-17.3	-26.1	-0.6	1.3	2.3	2.41	10.2
(35) CCn1nnc(-c2ccccc2NC(=O)c2cc(OC)c(OC)c(OC)c2)n1
 : 19.8	31.1*	-46.9	3.3	-0.2	1.2	0.7	5.48*	2.2
(36) CCOc1ccc(N(Cc2cc3cc(OC)ccc3[nH]c2=O)C(=O)C2CCCO2)cc1 (stereo not drawn)
 : 11.1	-8.8	-13.1	-5.7	-1.4	1.2	-0.3	2.11	4.3
(37) O=S(=O)(c1ccc(Cl)cc1Br)N1CCCCC1
 : 12.0	2.0	0.1	6.5	-0.6	-0.8	0.4	0.709	1.7
(38) CCn1cc(SCC(=O)Nc2cc(C)on2)c2ccccc21
 : 13.3	4.9	-15.9	-0.3	-0.1	0.0	-3.4	-0.0544	-11.1
(39) CCOc1ccc(-c2nnn(CC(=O)Nc3ccccc3OC)n2)cc1OCC
 : 14.7	20.5	-15.3	1.2	-1.3	1.4	2.9	9.38*	9.5
(40) CN(c1ccccc1)C(c1ccc(F)cc1)c1nnnn1C1CCCC1 (stereo not drawn)
 : 1.8	11.1	-9.4	27.4	-1.1	-1.0	0.0	-0.00394	5.2

By substructure, those above containing bromine (2)
Values in the order: HEK293 NFkB inh	HTR1E antagonist	S1P1 ag-PAM	5-HT1A blocker	S1P3 agonist	5HT1E ag	5HT1a ag	D1 allo mod	Jurkat viability
(6) O=c1c2c3c(sc2ncn1/N=C/c1ccc(Br)o1)CCCC3
 : 13.0	-9.2	-8.9	-8.4	-1.4	0.1	-0.7	0.704	4.5
(37) O=S(=O)(c1ccc(Cl)cc1Br)N1CCCCC1
 : 12.0	2.0	0.1	6.5	-0.6	-0.8	0.4	0.709	1.7

Later entries
Values in the order: HEK293 NFkB inh	HTR1E antagonist	S1P1 ag-PAM	5-HT1A blocker	S1P3 agonist	5HT1E ag	5HT1a ag	D1 allo mod	Jurkat viability
(41) O=C(CCSCCC(=O)N1CCCC1)N1CCCC1
 : 16.5	-11.7	-15.8	-4.1	0.5	-0.1	-2.4	-1.59	-5.3
(42) COC(=O)c1cc2c([nH]c3ccccc32)c(C)n1
 : 9.4	-0.2	-0.9	6.0	-0.4	0.6	-2.8	-0.0982	-0.1
(43) Cc1cccc(C2Nc3ccccc3C(=O)N2c2ccccc2)n1 (stereo not drawn)
 : 9.6	4.8	-0.6	11.8	-0.7	-0.1	-0.6	0.0457	0.2
(44) COc1ccc(C(=O)n2nc(C)cc2C)cc1OC
 : -4.5	0.4	/	-10.2	0.0	-0.3	-1.2	0.0928	-3.4
(45) CCn1c(NC2CCCCC2)nc2ccccc21
 : -5.2	-8.0	/	17.4	-0.3	0.2	-0.8	-3.39*	-9.8
(46) COc1ccc(C(=O)Nc2c(N)nc(SCC(=O)N3CCCCCC3)[nH]c2=O)cc1OC
 : 16.7	-4.4	-15.0	-2.8	-1.2	0.8	-4.0	0.0541	4.5
(47) O=C(CCn1nnc(-c2cccs2)n1)NCc1ccccc1Cl
 : 8.1	0.0	0.0	-1.5	0.9	0.7	0.0	-0.133	-3.1
(48) CCOC(=O)c1c(C)nc2cc(C)ccn12
 : -10.0	4.6	/	6.4	-0.5	1.2	-0.4	1.07	4.8
(49) COc1ccc(C(=O)NC2(C(F)(F)F)N=C3SCCN3C2=O)cc1 (stereo not drawn)
 : -11.0	-1.5	-13.2	13.4	-0.1	0.8	-1.6	-1.4	1.4
(50) COc1ccc(C(=O)N2CCN(C(=O)c3ccco3)CC2)cc1OC
 : 13.2	5.8	-9.2	7.2	-0.5	0.6	0.2	0.271	-4.3
(51) Cc1ccc(S(=O)(=O)Nc2cccc3ncccc23)s1
 : 14.7	81.0*	53.0	64.2*	0.4	0.8	-3.2	/	30.7*
(52) O=C(NCc1ccc(Cl)cc1)c1ccc(COCC(F)(F)F)o1
 : 9.0	2.1	-16.6	3.9	-0.1	0.4	-4.0	-1.57	2.6
